Compound activity (PubChem BioAssay)
All columns: NCI-60 one-dose screen, growth in % after 48 h at 10 µM unless noted; 100 = growth as untreated, 0 = no growth, -100 = all killed.
A498 – A498 renal cancer cells. actives 5.4% (n = 76,000). AID 1794774
OVCAR-4 – OVCAR-4 ovarian cancer cells. actives 3.7% (n = 80,000). AID 1794784
ACHN – ACHN renal cancer; actives 4.9% (n = 81,000)
OVCAR-8 – OVCAR-8 ovarian cancer | actives 4.4% (n = 81,000)
OVCAR-3 – OVCAR-3 ovarian cancer. actives 7% (n = 79,000). AID 1794787
OVCAR-5 – OVCAR-5 ovarian cancer; actives 2.9% (n = 82,000)
RXF 393 – RXF 393 renal cancer cells | actives 6.9% (n = 77,000)
CAKI-1 – CAKI-1 renal cancer | actives 4.7% (n = 75,000)
An asterisk follows results filed as active; . = not tested or not shown; & = joins results of further samples. Rule for the calls: active = growth percent below 10; inactive = the rest.

SMILES | A498 | OVCAR-4 | ACHN | OVCAR-8 | OVCAR-3 | OVCAR-5 | RXF 393 | CAKI-1
C=C(C)[C@@H]1CC[C@]2(C(=O)O)CC[C@]3(C)[C@H](CC[C@@H]4[C@@]5(C)C[C@@H](CC#Cc6ccc(C(C)=O)s6)[C@H](O)C(C)(C)[C@@H]5CC[C@]43C)[C@@H]12 | -3.7* | 34 | 48 | 38 | 58 | 98 | 74 | 41
C=CC(=O)N(C)[C@H]1C[C@H]2OC(C)(C1OC)n1c3ccccc3c3c4c(c5c6ccccc6n2c5c31)C(=O)NC4 (stereo partly drawn) | -39* | 42 | 13 | 3.4* | -11* | 29 | -90* | .
CC(CO)CC(C)(C)C (stereo not drawn) | 68 | 113 | 105 | 114 | 113 | 102 | 122 | 96
CCCC1OC(c2cc3c(cc2Cl)OCO3)OCC1CC (stereo not drawn) | . | 95 | 104 | 99 | 108 | 104 | 111 | 86
O=C1/C(=C/c2ccccc2Cl)CCc2ccccc21 | . | 110 | 112 | 97 | 112 | 109 | 107 | 82
COc1ccc(Nc2n[nH]c(-c3ccc(Cl)cc3)c2C#N)cc1 | 118 | 120 | 105 | 99 | 128 | 114 | 129 | 116
Cc1nn(-c2ccccc2)c2nc(Cl)c(/C=C/C(=O)c3ccc(Br)cc3)c(-c3ccc(Br)cc3)c12 | 91 | 99 | 107 | . | 118 | 99 | 98 | 96
CC(CNC1CCCCC1)OC(=O)c1ccc([N+](=O)[O-])cc1 (stereo not drawn) | 59 | 97 | 107 | 101 | 105 | 99 | 122 | 99
O=C1/C(=C/c2ccc(OCCCCCCOc3cccc(Cl)c3)cc2)N=C2SCCCN12 | 99 | 73 | 94 | 88 | 89 | 107 | 109 | .
CCN(CC)CCNc1ccc([N+](=O)[O-])c2sc3ccccc3c(=O)c12 | 44 | 12 | 6.4* | 19 | 37 | 45 | 5.7* | 0.0*
Cc1ccc2c(c1)=NC(=O)/C(=C\c1sc(Nc3ccc(S(N)(=O)=O)cc3)nc1O)C=2 | 91 | 104 | 106 | 101 | 111 | 110 | 119 | 104
c1ccc(C(=NNc2nc(-c3ccccc3)cs2)c2ccccc2)cc1 | 87 | 84 | 94 | 91 | 98 | 98 | 99 | 78
c1cncc(-c2ccnc3nc(-c4ccncc4)nn23)c1 | 77 | 102 | 98 | 91 | 96 | 114 | 100 | 90
O=c1[nH]c(SCc2ccccc2)nc2ccccc12 | 89 | 100 | 104 | 97 | . | 104 | 122 | 86
CS(=O)(=O)c1cccc(-c2c(-c3cccc(OCCc4ccc(F)cc4)c3)nc3sccn23)c1 | . | 69 | 79 | 79 | 106 | 93 | 91 | 53
CCCCNC(=S)NNC(=O)c1ccc(OCc2nc3ccc(C)cc3[nH]2)cc1 | 125 | 115 | 106 | 105 | 112 | 110 | . | 98
CCOC(=O)CCCCc1ccc(C(C)=O)cc1 | 108 | 120 | 108 | 98 | 108 | 106 | 117 | .
NS(=O)(=O)c1nc2ccccc2[nH]1 | 131 | 107 | 100 | 91 | 113 | 98 | 120 | 91
CCOC(=O)N1CCN(CCCCCOc2ccccc2C2CCCCC2)CC1 | 87 | 70 | 78 | 88 | 69 | 99 | 66 | 54
CCOC(=O)c1ccc(N=CC2CCCCC2=O)cc1 (stereo not drawn) | 84 | 118 | 105 | 95 | 107 | 98 | 103 | 101
COc1ccc(Cn2cc(C(=O)Nc3cccnc3Nc3ccc(F)cc3)nn2)cc1 | 101 | 104 | 109 | 107 | 101 | 118 | 102 | 100
COc1ccc(-c2cc(-c3ccc(Cl)cc3)nc3nc(NN)[nH]c(=O)c23)cc1 | 83 | 111 | . | 103 | 101 | 104 | 104 | .
Cc1ccc(S(=O)(=O)NC(CCCNC(=O)OCc2ccccc2)C(=O)O)cc1 (stereo not drawn) | 114 | 107 | 111 | 101 | 107 | 116 | 119 | 110
N#Cc1cnc2n(c1=N)CCCCC2 | 96 | 108 | 101 | 105 | 113 | 90 | 114 | 108
Cc1cn(C2CC(F)C(CO)O2)c(=O)[nH]c1=O (stereo not drawn) | 112 | 93 | 84 | 90 | 137 | 94 | . | .
SMILES | A498 | OVCAR-4 | ACHN | OVCAR-8 | OVCAR-3 | OVCAR-5 | RXF 393 | CAKI-1
COc1cc2nc(SCc3ccccc3)n(-c3ccc(Cl)cc3)c(=O)c2cc1OC | 7.0* | -56* | -66* | -20* | -43* | 34 | -39* | -75*
COc1ccc(/C=C/C(=O)c2ccc(OCc3ccccc3)c(OC)c2)cc1OC | . | . | 89 | 59 | 86 | 111 | 95 | 82
COc1ccc2[nH]c(C(=O)OCc3ccc4c(Cl)cc(Cl)c(O)c4n3)cc2c1 | 11 | -57* | -100* | -31* | -90* | -72* | -93* | -100*
Cn1cc(-c2noc(C(=O)c3cn(C)c4ncc(Br)cc34)n2)c2cc(F)ccc21 | 58 | 93 | 83 | 97 | 94 | 88 | 80 | 59
Nc1ccc(C(OC(=O)c2cc3ccccc3c(Cc3c(O)c(C(=O)OC(c4ccc(N)cc4)(c4ccc(N)cc4)c4ccc(N)cc4)cc4ccccc34)c2O)(c2ccc(N)cc2)c2ccc(N)cc2)cc1 | -3.3* | . | 48 | 14 | -14* | 39 | 28 | 11
Cc1ccc(-c2cc(Cc3cccs3)c(=O)n(Cn3cnc4c(N)ncnc43)n2)cc1 | 112 | 109 | 97 | 103 | 114 | 108 | 107 | 99
CC(=O)c1ccc(NC(=O)CSc2nnc(-c3cc(-c4ccccc4)nc4ccccc34)n2-c2ccccc2)cc1 | 97 | 93 | 107 | 99 | 107 | 87 | 106 | 107
CC1=C(C)C(=O)C(N2CCN(c3ccc(C)cc3)CC2)=CC1=O | 91 | 74 | 99 | 98 | 98 | 108 | 63 | 87
Brc1ccc(N/N=C/c2ccc(-n3cccn3)cc2)cc1 | 123 | 94 | 100 | 107 | 102 | 106 | 111 | .
OCCNCc1ccccc1 | 101 | 102 | 100 | 92 | 99 | 87 | 92 | 91
Cc1ccc2oc(=O)cc(Cn3cc(Cn4c(C)cc(=O)n(Cc5cn(Cc6cc(=O)oc7ccc(C)cc67)nn5)c4=O)nn3)c2c1 | 111 | 104 | 102 | 103 | 111 | 112 | 108 | 97
C=C1CCC2C3(C)COC(c4ccco4)OC3CCC2(C)C1CC(NCc1ccccc1)C1=CCOC1=O (stereo not drawn) | 90 | 75 | 82 | 82 | 73 | 99 | 87 | 55
CCc1c(C)c2cc3nc(CCC(=O)O)oc3c(C)c2oc1=O | 102 | 106 | . | 86 | 104 | 99 | 116 | .
COC(=O)C12C3C(=O)N(c4ccccc4)C(=O)C3C(c3cn(-c4ccccc4)nc3C)N1[C@H](c1cn(-c3ccccc3)nc1C)[C@@H]1C(=O)N(c3ccccc3)C(=O)[C@@H]12 (stereo partly drawn) | 84 | 88 | 92 | 107 | 99 | 97 | 96 | 95
O=C1CNC(=O)N1c1ccccc1 | 95&71 | 110&100 | 102&104 | 101&101 | 110&114 | 96&102 | 83&104 | 95&102
COc1ccc(-c2nn(-c3cccc(Cl)c3)cc2-c2nc(N)[nH]c(=O)c2C(C)=O)cc1 | . | 82 | 82 | 98 | 80 | 98 | 77 | 40
CCCCC(CC)CCC(C)OC(=O)c1ccccc1Cl (stereo not drawn) | 83 | 98 | 116 | 108 | 116 | 113 | 99 | 102
CN1CCO/C1=C(/NC(=O)c1ccc(Cl)cc1)[P+](c1ccccc1)(c1ccccc1)c1ccccc1 | 125 | 83 | 110 | 89 | 64 | 92 | . | 103
CC1=C(C(=O)OCc2ccccc2)C(c2cccc(Cl)c2Cl)n2c(nc3ccccc32)N1 (stereo not drawn) | 119 | 90 | 90 | 48 | 103 | 99 | 89 | 64
CCCCCc1ccnc(CC(=O)c2ccc(OC)cc2)c1 | . | 76 | 93 | 86 | 94 | 90 | 106 | 104
O=C(/C=C/c1ccccc1F)c1ccccc1 | . | 95 | 96 | 100 | 117 | 98 | 106 | 101
CN(C)c1nc(-c2ccco2)n2nc(-c3ccco3)cc2n1 | 80 | 80 | 97 | 93 | 93 | 108 | 106 | 91
Clc1ccc(NC2=NCCN=C(Nc3ccc(Cl)cc3)SS2)cc1 | 93 | 87 | 80 | 91 | . | 91 | 110 | 79
COc1cc(/C=C2\SC(=S)N(/C=C/c3nc4ccccc4[nH]c3=O)C2=O)cc(OC)c1OC | 60 | 85 | 82 | 86 | 89 | 88 | 78 | 87
COc1ccc(-c2nc(-c3nc4ccc(C(F)(F)F)cc4[nH]3)cc3c2[nH]c2ccccc23)cc1 | 79 | 78 | . | 63 | 62 | . | 71 | 62
SMILES | A498 | OVCAR-4 | ACHN | OVCAR-8 | OVCAR-3 | OVCAR-5 | RXF 393 | CAKI-1
CCC(=O)OC(C)COc1ccc(C(C)(C)C)cc1 (stereo not drawn) | 101 | 108 | 114 | 116 | 110 | 105 | 107 | 108
COc1cc(Nc2ccnc(NCCNc3ccnc4cc(Cl)ccc34)n2)cc(OC)c1 | 40 | 42 | 31 | 45 | 57 | 44 | 46 | 41
Clc1nc(NCCc2ccccc2)c2cn[nH]c2n1 | 58 | 92 | 90 | 114 | 75 | 76 | 119 | 73
NC(=O)CSc1ccccc1 | 86 | 105 | 112 | 98 | 105 | 103 | 105 | 102
COC(=O)c1sc(-c2ccc(F)cc2)c2sc(N)nc12 | 72 | 101 | 99 | 99 | 98 | 94 | 93 | 88
O=C(CSc1nnnn1-c1ccccc1)c1cc2cc(Cl)ccc2oc1=O | 98 | 104 | 100 | 103 | 109 | 103 | 100 | 97
Cc1nc2c3c(-c4ccccc4)c(-c4ccccc4)oc3ncn2n1 | 68 | 83 | 95 | 97 | 111 | 95 | 100 | 89
Cc1ccccc1N1CCN(C(=S)c2cccs2)CC1 | 142 | 81 | 92 | 94 | 102 | 95 | 84 | 43
CCOC(=O)C1=C(C)NC(=O)NC1c1cccnc1 (stereo not drawn) | . | 111 | 103 | 102 | 127 | 104 | 120 | 95
C=C1C(=O)O[C@H]2[C@H]1CC/C(COC(=O)NCCc1ccc(OC)c(OC)c1)=C\CC[C@@]1(C)O[C@@H]21 | 81 | 50 | 8.5* | 51 | 26 | 83 | 35 | 45
Cc1ccc(C(C)C)c(NC(=S)N/N=C/c2ccccc2O)c1 | 110 | 86 | 104 | 110 | 86 | 102 | 109 | .
CNc1nc(SC)n(C)c(=O)c1N=O | 107 | 94 | 108 | 96 | 142 | 111 | 128 | 96
CN(CC(=O)O)c1ncc(-c2ccc(Cl)cc2)cn1 | . | 95 | 101 | 99 | 107 | 98 | 100 | 97
CCOC(=O)c1sc2nc(-c3ccccc3)c(C#N)c(N)c2c1N | 84 | 118 | . | 101 | 104 | 115 | 98 | .
COC(=O)c1c(C)nc(C)c2c1C(=O)C=C(NCCN1CCOCC1)C2=O | 95 | 81 | 100 | 103 | 95 | 98 | 105 | 84
CC1(O)c2ccccc2-c2ccccc2C1(C)O (stereo not drawn) | 105 | . | 108 | 104 | 124 | 100 | 118 | 111
CCCCCOC(=S)S | 89 | 111 | 110 | 102 | 107 | 103 | 102 | 93
O=C(Cc1cccc(Cl)c1)c1ccccc1 | 93 | . | 108 | 103 | 103 | 105 | 112 | 87
COc1ccc(C(=O)/C=C/c2ccc(Cl)cc2)cc1S(=O)(=O)Nc1c(N)nc(SC)[nH]c1=O | 81 | 67 | 82 | 11 | 10 | 86 | 92 | 69
OC(COc1ccccc1Cl)CN1CCCC1 (stereo not drawn) | 124 | 109 | 113 | 113 | 113 | 99 | 123 | 109
CN(C)c1ccc(N=Nc2cccc3ccccc23)cc1 | 85 | 81 | 91 | 95 | 84 | 107 | 99 | 90
COc1cccc(OC(=O)c2ccccc2)c1OC(=O)c1ccccc1 | 89 | 100 | 98 | 92 | 69 | 99 | 86 | 75
CN1C(=O)C(=Cc2cn(Cc3cn(Cc4ccc(Cl)cc4Cl)nn3)c3ccccc23)C(=O)N(C)C1=O | 38 | 85 | 97 | 90 | 103 | 55 | 84 | 62
C/C(=C\CCc1ccoc1)CC/C=C(\C)CCCN1CCN(CCO)CC1 | 75 | 101 | 103 | 98 | 102 | 91 | . | 109
O=c1[nH]cnc(O)c1Nc1cccc(Cl)c1 | 107&107 | 121 | 105&98 | 119&109 | 110&109 | 108&103 | 115 | 97&110

Looked up above.
Entry of `CCOC(=O)c1sc2nc(-c3ccccc3)c(C#N)c(N)c2c1N` under A498: 84
Entry of `Clc1ccc(NC2=NCCN=C(Nc3ccc(Cl)cc3)SS2)cc1` under CAKI-1: 79
Entry of `COc1cc2nc(SCc3ccccc3)n(-c3ccc(Cl)cc3)c(=O)c2cc1OC` under OVCAR-8: -20*
Entry of `O=C1CNC(=O)N1c1ccccc1` under OVCAR-3: 110&114
Entry of `Cc1ccc(-c2cc(Cc3cccs3)c(=O)n(Cn3cnc4c(N)ncnc43)n2)cc1` under CAKI-1: 99

Structural class: the compounds so far containing bromine (3)
SMILES | A498 | OVCAR-4 | ACHN | OVCAR-8 | OVCAR-3 | OVCAR-5 | RXF 393 | CAKI-1
Cc1nn(-c2ccccc2)c2nc(Cl)c(/C=C/C(=O)c3ccc(Br)cc3)c(-c3ccc(Br)cc3)c12 | 91 | 99 | 107 | . | 118 | 99 | 98 | 96
Cn1cc(-c2noc(C(=O)c3cn(C)c4ncc(Br)cc34)n2)c2cc(F)ccc21 | 58 | 93 | 83 | 97 | 94 | 88 | 80 | 59
Brc1ccc(N/N=C/c2ccc(-n3cccn3)cc2)cc1 | 123 | 94 | 100 | 107 | 102 | 106 | 111 | .

Full records, looked up by structure. Values in the order: A498	OVCAR-4	ACHN	OVCAR-8	OVCAR-3	OVCAR-5	RXF 393	CAKI-1
Entry for `CCOC(=O)c1sc2nc(-c3ccccc3)c(C#N)c(N)c2c1N` : 84	118	.	101	104	115	98	.
Entry for `COc1cccc(OC(=O)c2ccccc2)c1OC(=O)c1ccccc1` : 89	100	98	92	69	99	86	75
